Screening data (PubChem BioAssay)
RGS4 inh – human RGS4 inhibition; Transcreener GDP fluorescence polarization, RGS4-accelerated GTP hydrolysis; Potency, µM (top dose mostly 114 µM), for the others: top-dose activity change, negative = inhibition, usual class: inhibitors; actives 0.039% (n = 390,000); AID 504845; note: potency is the fitted concentration of half-maximal effect; % is set by controls: 0 for no effect and ±100 for the full control effect; nearly all actives have a fitted effect of over 75% in size; some results filed as inactive show a strong effect at the top dose
Target sequence (P49798 whole entry, looked up): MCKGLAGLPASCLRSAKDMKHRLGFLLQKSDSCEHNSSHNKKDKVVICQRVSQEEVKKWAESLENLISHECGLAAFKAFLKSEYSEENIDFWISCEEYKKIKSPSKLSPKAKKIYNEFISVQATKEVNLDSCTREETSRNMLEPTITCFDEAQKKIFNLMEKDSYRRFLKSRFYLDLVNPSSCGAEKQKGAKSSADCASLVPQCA
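MLSMR compounds (23 nl, pin-transferred) preincubated 10 min at room temperature with a 500nM (2x) first reagent, then RGS4 at 900nM (2x) plus Transcreener GDP mix added; fluorescence polarization (620/688 nm) read before and after 90 min at 30 °C.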
GRP78 ERSR act – inducers of ER stress response in human glioma cells; U87-MG GRP78 promoter luciferase reporter, 16 h; Potency, µM, for the others: top-dose activation, hits mostly activators; actives 0.02% (n = 420,000); note: potency is the fitted concentration of half-maximal effect; series mostly up to about 76 µM; % of control where 0% means no effect; nearly all actives have a fitted effect of over 35% in size
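Stably transfected U87-MG human glioma cells carrying a GRP78-based luminescent sensor were seeded at 1000 cells/well, pin-dosed with compounds and incubated 16 h. Luciferase reagent was then added, and end-point luminescence was read after 10 min at room temperature.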
LDHA inh – LDHA (human) enzyme inhibition. AID 1347041. actives 0.15% (n = 480,000). P00338. activity change, % (values are at about 110 or 230 µM). purified LDHA, NADH/diaphorase-resazurin fluorescence; active compounds read low; in the data active = activity change below about -30%; inconclusive = mostly about -25% to -30%;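 note: plate controls were DMSO wells for no effect and wells without enzyme for full effect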
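Enzyme activity of human lactate dehydrogenase 5 (2 nM; 0.06 mM NADH, 0.2 mM pyruvate, 5 min, RT) is measured via a resazurin/diaphorase fluorescence readout of residual NADH.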
D2 agonist – activates the human D2 dopamine receptor; P14416; actives 0.53% (n = 340,000); HEK293 T-REx D2 cells, calcium flux agonist mode; activation, % at 2 µM;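 active = activation over 3 SD above normal in the single-dose calcium agonist read, cut at about 30% in these data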; note: 0% is about no effect
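Tetracycline-induced HEK293 Trex cells with D2 receptor force-coupled to calcium signaling, plated overnight at 30 C and loaded with no-wash calcium dye. Calcium flux read kinetically for 180 s after compound addition; responses flag agonists.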
ERG-DNA inh – blocks human ERG Ets domain binding to DNA; fluorescence polarization, His-ERG Ets domain / labelled DNA; actives 0.028% (n = 370,000); Potency, µM (titrated, usually from 76.9 µM), for inactives: at the highest dose FP activity, negative = inhibition, usual class: inhibitors; P11308; active = well fitted inhibition curve with a large enough effect in the polarisation, with a control signal flat; inconclusive = small, poorly fitted or top-dose-only effect, or effect the other way, or a change in a side signal; inactive = no such curve, though single readings can be large or run the other way; the % refers to the polarisation;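 note: polarization taken with two DNA probes labelled with fluorescein and Texas red; potency is the fitted concentration of half-maximal effect; % of control where 0% means no effect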
Target sequence (P11308 whole entry, looked up, the tested form may be a part): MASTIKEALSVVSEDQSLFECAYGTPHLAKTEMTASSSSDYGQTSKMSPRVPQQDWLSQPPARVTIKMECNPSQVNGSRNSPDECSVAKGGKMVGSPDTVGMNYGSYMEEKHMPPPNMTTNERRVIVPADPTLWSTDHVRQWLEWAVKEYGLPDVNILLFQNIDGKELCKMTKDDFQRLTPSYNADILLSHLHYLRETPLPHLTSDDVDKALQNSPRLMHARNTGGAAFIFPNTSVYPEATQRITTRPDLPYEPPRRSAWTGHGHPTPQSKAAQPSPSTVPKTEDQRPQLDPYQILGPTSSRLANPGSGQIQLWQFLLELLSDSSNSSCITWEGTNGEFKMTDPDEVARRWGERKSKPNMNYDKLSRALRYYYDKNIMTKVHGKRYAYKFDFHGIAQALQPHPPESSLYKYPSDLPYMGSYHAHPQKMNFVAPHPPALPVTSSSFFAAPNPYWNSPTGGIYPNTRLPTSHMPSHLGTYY
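His-tagged ERG Ets domain (1 uM in the protein solution; 300mM KCl, 50mM Tris-HCl, 1mM EDTA, 1mM DTT, pH 7.5) received compound, then a probe mix of 5 nM fluorescein-DNA and 100nM Texas-615-DNA. Fluorescence polarization was read for both dyes.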
Vif-APOBEC3F blk – Vif-A3F binding inhibition. actives 0.2% (n = 390,000). HeLa A3F-eYFP + Vif (tagged APOBEC3F with the HIV-1 protein that degrades it), YFP fluorescence increase. AID 602313. Potency, µM (titrated, usually from 46.1 µM), for the others: at the highest dose activity, negative = active; note: potency is the fitted concentration of half-maximal effect; % of control where 0% means no effect; nearly all actives have a fitted effect of over 65% in size
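HeLa cells stably expressing A3F-eYFP plus Vif, plated and incubated overnight at 37 deg C, then exposed to compounds overnight at 37 deg C. Blocked degradation read as raised yellow fluorescence (Ex 488/Em 500-530).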
12-LOX inh – ALOX12 (human) lipoxygenase inhibition | actives 1.1% (n = 580,000) | AID 1671190 | purified 12hLO, xylenol orange hydroperoxide absorbance | Potency, µM (series often up to 108 µM), without a hit: at the top dose activity change, negative = inhibition, most hits filed as inhibitors | P18054; note: potency is the fitted concentration of half-maximal effect; % is set by controls: 0 for no effect and ±100 for the full control effect
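Hydroperoxide product was detected by ferrous iron/xylenol orange as the 573 to 405 nm absorbance ratio. Arachidonic acid at 40 uM (final) was turned over for 30 min at room temperature by 150 nM human 12hLO, pH 7.0 Hepes buffer, after 15 min compound preincubation.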
D2 antag – D2 dopamine receptor (human) antagonism; actives 2% (n = 340,000); inhibition, % at 10 µM; P14416; HEK293 TREx D2 cells, calcium flux, dopamine EC80; in the data active = inhibition above about 30%; note: 0% is about no effect
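Cells plated overnight at 30 C with tetracycline; no-wash calcium dye, 30–90 min RT; 10 s baseline; compound pinned; 180 s read; EC80 dopamine added; another 180 s read.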
Vif-APOBEC3G blk – inhibitors of Vif-APOBEC3G interaction. Q9HC16. Potency, µM (doses to about 46.1 µM), inactives show at the highest dose activity, negative = active, usual class: inhibitors. AID 602310. actives 0.076% (n = 410,000). HeLa A3G-eYFP + Vif (tagged APOBEC3G with the HIV-1 protein that degrades it), YFP fluorescence, overnight;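 note: potency is the fitted concentration of half-maximal effect; % is set by controls: 0 for no effect and ±100 for the full control effect; nearly all actives have a fitted effect of over 60% in size; hits raise eYFP signal because A3G escapes Vif-driven loss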
Target sequence (Q9HC16 whole entry, looked up): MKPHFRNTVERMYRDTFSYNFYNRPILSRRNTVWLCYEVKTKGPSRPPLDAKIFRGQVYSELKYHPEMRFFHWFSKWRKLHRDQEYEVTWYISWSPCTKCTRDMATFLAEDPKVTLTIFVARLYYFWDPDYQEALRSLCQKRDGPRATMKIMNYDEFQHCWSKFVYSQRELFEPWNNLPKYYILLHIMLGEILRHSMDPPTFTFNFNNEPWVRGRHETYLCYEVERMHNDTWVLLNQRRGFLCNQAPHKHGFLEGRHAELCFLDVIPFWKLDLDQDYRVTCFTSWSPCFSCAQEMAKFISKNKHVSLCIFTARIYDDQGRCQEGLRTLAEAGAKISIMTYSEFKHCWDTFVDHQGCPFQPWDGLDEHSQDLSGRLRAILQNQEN
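HeLa cells stably expressing Vif and C-terminally eYFP-tagged A3G, seeded overnight at 37 deg C, then exposed to compound by pintool overnight at 37 deg C. Rise in yellow fluorescence (Ex 488/Em 500-530, Acumen) marks blocked Vif-driven A3G degradation.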
Active calls of the source: *; & = joins results of further samples. Unless noted, calls come from the whole dose curve; as a rule, active = well fitted curve in the direction sought with a large enough effect; inconclusive = small, poorly fitted or top-dose-only effect, or another doubt; inactive = no such curve, though single readings can be large; an effect the other way counts as inactive or inconclusive.

How did CCC1CCCCN1C(=O)Cn1c(C(=O)OC)cc2sc(Cl)cc21 (centres undefined) do in these assays?
RGS4 inh: -6%; GRP78 ERSR act: -2%; LDHA inh: 0; ERG-DNA inh: -4%; Vif-APOBEC3F blk: 1%; 12-LOX inh: 4%; Vif-APOBEC3G blk: -2%

Results for COC(=O)C1(C(C[N+](=O)[O-])c2ccco2)C(=O)NCC1c1ccccc1 (centres undefined) ?
RGS4 inh: -9%; GRP78 ERSR act: -2%; LDHA inh: -2; D2 agonist: 3.1; ERG-DNA inh: 6%; Vif-APOBEC3F blk: 0%; 12-LOX inh: inconclusive; D2 antag: -4; Vif-APOBEC3G blk: -2%

Results for COc1ccc(NS(=O)(=O)c2cccc(C(=O)NCC(c3ccccc3)N(C)C)c2)cc1 (centres undefined) ?
RGS4 inh: 14%; GRP78 ERSR act: -1%; LDHA inh: -5; D2 agonist: 1.2; ERG-DNA inh: -11%; Vif-APOBEC3F blk: -14%; 12-LOX inh: 1%; D2 antag: -6; Vif-APOBEC3G blk: -1%

Results for CN1CCc2c(sc(NC(=O)c3ccc(S(=O)(=O)N4CCCC4)cc3)c2C(N)=O)C1 ?
RGS4 inh: inconclusive; GRP78 ERSR act: -4%; LDHA inh: -15; D2 agonist: 2.2; ERG-DNA inh: 0%; Vif-APOBEC3F blk: -28%; 12-LOX inh: inactive; D2 antag: -3; Vif-APOBEC3G blk: -27%

What do the screens show for `O=C(Cn1cc(S(=O)(=O)Cc2cccc(F)c2)c2ccccc21)N1CCOCC1`?
RGS4 inh: 1%; GRP78 ERSR act: -3%; LDHA inh: -7; D2 agonist: 0.7; ERG-DNA inh: -19%; Vif-APOBEC3F blk: -7%; 12-LOX inh: inconclusive; D2 antag: -6; Vif-APOBEC3G blk: -5%

What do the screens show for `O=C(O)c1ccccc1NC(=S)NC(=O)c1cccc2ccccc12`?
RGS4 inh: -25%; GRP78 ERSR act: -5%; LDHA inh: -5; D2 agonist: -1.7; ERG-DNA inh: -1%; Vif-APOBEC3F blk: 12%; 12-LOX inh: 20µM*; D2 antag: 5; Vif-APOBEC3G blk: 0%

What do the screens show for `COc1ccc(-c2ccc(C(=O)Nc3ccc(Cl)cc3)c3occc23)c(C)c1`?
GRP78 ERSR act: 2%; LDHA inh: -10; 12-LOX inh: -12%; Vif-APOBEC3G blk: 2%

How did O=C(CCN1C(=O)C2CC=CCC2C1=O)Nc1cccc(S(=O)(=O)N2CCCCC2)c1 (centres undefined) do in these assays?
RGS4 inh: 8%; GRP78 ERSR act: -4%; LDHA inh: -3; D2 agonist: -0.2; ERG-DNA inh: -1%; Vif-APOBEC3F blk: 1%; 12-LOX inh: 0%; D2 antag: 9; Vif-APOBEC3G blk: 0%

What do the screens show for `CCN1CCN(c2nc3ccccc3nc2C(C#N)C(=O)OCc2ccccc2)CC1` (centres undefined)?
RGS4 inh: -41%; GRP78 ERSR act: 1%; LDHA inh: -2; ERG-DNA inh: -8%; Vif-APOBEC3F blk: -9%; 12-LOX inh: inconclusive; Vif-APOBEC3G blk: -1%

Results for CCOC(=O)c1c(C)[nH]c(C(=O)OCc2ccccc2F)c1C ?
RGS4 inh: 25%; GRP78 ERSR act: -3%; LDHA inh: 0; D2 agonist: -0.4; ERG-DNA inh: 0%; Vif-APOBEC3F blk: -14%; 12-LOX inh: -4%; D2 antag: -1; Vif-APOBEC3G blk: 2%

Results for CCN1CCN(c2cc(C)c3cc(NC(=O)CCC(=O)Nc4ccc(OC)c(OC)c4)ccc3n2)CC1 ?
RGS4 inh: 10%; GRP78 ERSR act: -1%; LDHA inh: 0; D2 agonist: -1.6; ERG-DNA inh: -5%; Vif-APOBEC3F blk: 2%; 12-LOX inh: inconclusive; D2 antag: 20; Vif-APOBEC3G blk: 2%

What do the screens show for `COCC(=O)Nc1nnc(COc2ccc(Cl)cc2)s1`?
RGS4 inh: 13%; GRP78 ERSR act: 1%; LDHA inh: -9; D2 agonist: 0.0; ERG-DNA inh: 6%; Vif-APOBEC3F blk: -6%; 12-LOX inh: -1%; D2 antag: -9; Vif-APOBEC3G blk: 1%

What do the screens show for `CCOC(CNC(=O)c1ccc2nc(N3CCC(C)CC3)sc2c1)OCC`?
RGS4 inh: 9%; GRP78 ERSR act: -1%; LDHA inh: -1; ERG-DNA inh: 1%; Vif-APOBEC3F blk: 1%; 12-LOX inh: 0%; Vif-APOBEC3G blk: 1%

What do the screens show for `C[C@@H]1CN([C@@H](C)CO)C(=O)CCCn2nncc2CO[C@H]1CN(C)C(=O)c1ccc2ccn(C)c2c1`?
GRP78 ERSR act: -1%; LDHA inh: -6; Vif-APOBEC3F blk: -17%; 12-LOX inh: -34%; Vif-APOBEC3G blk: -1%

How did CCCNc1ccc(C(=O)OCC)cc1[N+](=O)[O-] do in these assays?
RGS4 inh: -9%; GRP78 ERSR act: -1%; LDHA inh: 2; D2 agonist: 1.8; ERG-DNA inh: -1%; Vif-APOBEC3F blk: -7%; 12-LOX inh: -1%; D2 antag: -2; Vif-APOBEC3G blk: 0%

Results for CN(C)S(=O)(=O)c1ccc(N2CCCC2)c(C(=O)Nc2ccc(C(N)=O)cc2)c1 ?
RGS4 inh: 2%; GRP78 ERSR act: 0%; LDHA inh: -3; D2 agonist: -0.2; ERG-DNA inh: -3%; Vif-APOBEC3F blk: 2%; 12-LOX inh: inconclusive; D2 antag: -3; Vif-APOBEC3G blk: -6%

How did Cc1cc(Cl)c(S(=O)(=O)N(C)C)cc1OCC(N)=O do in these assays?
RGS4 inh: 5%; GRP78 ERSR act: -2%; LDHA inh: -5; ERG-DNA inh: -6%; Vif-APOBEC3F blk: 6%; 12-LOX inh: -20%; Vif-APOBEC3G blk: 1%

What do the screens show for `N#CCCN(C(=O)Nc1ccc(Cl)c(Cl)c1)C1CCCCC1`?
GRP78 ERSR act: -4%; LDHA inh: -9; Vif-APOBEC3F blk: -7%; 12-LOX inh: -4%; Vif-APOBEC3G blk: 0%

What do the screens show for `Cc1ccc(S(=O)(=O)CC(=O)N(CCCN(C)C)c2nc3ccc(C)cc3s2)cc1`?
RGS4 inh: 19%; GRP78 ERSR act: -6%; LDHA inh: -3; ERG-DNA inh: -6%; Vif-APOBEC3F blk: 6%; 12-LOX inh: inconclusive; Vif-APOBEC3G blk: 1%

Results for CN(C)c1ccc(Nc2nc(-c3cccnc3)cs2)cc1 ?
RGS4 inh: -48%; GRP78 ERSR act: -14%; LDHA inh: 7; D2 agonist: 0.0; ERG-DNA inh: 15%; Vif-APOBEC3F blk: -1%; 12-LOX inh: -10%; D2 antag: 3; Vif-APOBEC3G blk: -1%

3 entries picked at random from the list so far, as already listed:
What do the screens show for `COCC(=O)Nc1nnc(COc2ccc(Cl)cc2)s1`?
RGS4 inh: 13%; GRP78 ERSR act: 1%; LDHA inh: -9; D2 agonist: 0.0; ERG-DNA inh: 6%; Vif-APOBEC3F blk: -6%; 12-LOX inh: -1%; D2 antag: -9; Vif-APOBEC3G blk: 1%

Results for CCN1CCN(c2cc(C)c3cc(NC(=O)CCC(=O)Nc4ccc(OC)c(OC)c4)ccc3n2)CC1 ?
RGS4 inh: 10%; GRP78 ERSR act: -1%; LDHA inh: 0; D2 agonist: -1.6; ERG-DNA inh: -5%; Vif-APOBEC3F blk: 2%; 12-LOX inh: inconclusive; D2 antag: 20; Vif-APOBEC3G blk: 2%

Results for CN(C)S(=O)(=O)c1ccc(N2CCCC2)c(C(=O)Nc2ccc(C(N)=O)cc2)c1 ?
RGS4 inh: 2%; GRP78 ERSR act: 0%; LDHA inh: -3; D2 agonist: -0.2; ERG-DNA inh: -3%; Vif-APOBEC3F blk: 2%; 12-LOX inh: inconclusive; D2 antag: -3; Vif-APOBEC3G blk: -6%

Going on with the list.
How did CNS(=O)(=O)c1ccc(NS(=O)(=O)c2ccccc2F)cc1 do in these assays?
RGS4 inh: -27%; GRP78 ERSR act: -4%; LDHA inh: -4; D2 agonist: 11; ERG-DNA inh: -14%; Vif-APOBEC3F blk: 12%; 12-LOX inh: -4%; D2 antag: 1; Vif-APOBEC3G blk: 1%

How did Cc1cc(C)cc(N2CC(c3nnc(NC(=O)c4ccco4)s3)CC2=O)c1 (centres undefined) do in these assays?
RGS4 inh: -31%; GRP78 ERSR act: -3%; LDHA inh: -2; D2 agonist: -1.8; ERG-DNA inh: 2%; Vif-APOBEC3F blk: -16%; 12-LOX inh: -22%; Vif-APOBEC3G blk: -4%

Results for CC(C)(C)S(=O)(=O)c1cnc(N2CCCC2)nc1N ?
RGS4 inh: -19%; GRP78 ERSR act: -3%; LDHA inh: -4; D2 agonist: -0.5; ERG-DNA inh: -5%; Vif-APOBEC3F blk: -8%; 12-LOX inh: inconclusive; D2 antag: -26; Vif-APOBEC3G blk: -1%

What do the screens show for `CC[C@H](C)NC(=O)CCCc1nnc2n(CCC(C)C)c(=O)c3sccc3n12`?
RGS4 inh: 29%; GRP78 ERSR act: -2%; LDHA inh: -8; D2 agonist: -0.7; ERG-DNA inh: -6%; Vif-APOBEC3F blk: 9%; 12-LOX inh: -25%; Vif-APOBEC3G blk: 5%

Results for CC(=O)c1c(O)cc(O)cc1O ?
RGS4 inh: -9%; GRP78 ERSR act: -1%&-4%; LDHA inh: 0; ERG-DNA inh: -15%; Vif-APOBEC3F blk: 8%; 12-LOX inh: 16%; Vif-APOBEC3G blk: 0%

An excerpt (hit frequency here may not be typical).
